From PubChem BioAssay
PLC-beta3 inh: human PLC-beta3 inhibitors, primary screen, biochemical, fluorescence; actives 0.18% (n = 370,000); Purified PLC-beta3, fluorogenic substrate; 1-phosphatidylinositol 4,5-bisphosphate phosphodiesterase beta-3 (Homo sapiens), Q01970; inhibition, % at 12.2 µM; in the data active means inhibition above about 11%;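 further: 0% = median of compound wells on plate and 100% = full blocker control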
ARFGAP1 inhibitor: inhibitors of rat ARFGAP1 GAP activity, primary screen, biochemical, fluorescence polarization, GDP tracer | ADP-ribosylation factor GTPase-activating protein 1 (Rattus norvegicus), Q62848 | Arfgap1-stimulated ARF1 GTP hydrolysis, GDP FP detection | inhibition, % at 16.5 µM | actives 0.26% (n = 360,000) | AID 651572, 2012;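 active means inhibition above a per-plate limit, mean inhibition of low control wells plus 3 SD, cut at about 25% in these data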;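 further: 0% = DMSO wells with enzyme and 100% = wells lacking Arfgap1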
Target sequence (Q62848 1-136 limits assumed): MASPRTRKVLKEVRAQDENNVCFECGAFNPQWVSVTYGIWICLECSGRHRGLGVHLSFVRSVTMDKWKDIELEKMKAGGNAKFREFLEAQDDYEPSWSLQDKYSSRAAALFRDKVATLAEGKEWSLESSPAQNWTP
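System: truncated rat Arfgap1 GAP domain / Medium: HEPES-based buffer, pH 7.5 / Also added: N-terminally truncated human ARF1-GTP substrate / Incubation: enzyme reaction 120 min at 25 °C after 20 min preincubation / Measured by: FP of antibody-bound GDP Alexa 633 tracer, ex 620/em 688 nm / Replicates: singlicate, each compound tested once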
Tn7 DDE FP: inhibitors of Tn7 peptide binding to fibrin DD(E), primary screen, biochemical, fluorescence polarization, human fibrin, Tn7 probe | Fibrinogen beta chain (Homo sapiens), P02675 | FP displacement of FITC-Tn7 peptide from fibrin DD(E); 0% = median of compound wells per plate | inhibition, % at 8.3 µM | actives 0.13% (n = 370,000) | AID 720508, 2013;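 active means inhibition above the mean of compounds falling within the control limits plus 3 SD of them, cut at about 14% in these data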;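 further: 0% = plate median of compound wells and 100% = 10 µM Aha-Tn7 peptide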
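System: human fibrin DD(E); quantity: Fibrin-DD(E) at 2 µM final; also added: fluorescent Tn7 probe at 0.1 µM; compound dosing: single nominal test concentration of 8.3 µM per compound; schedule: 10 min preincubation, 3 h with tracer, room temperature; detection: fluorescence polarization of the labelled Tn7 tracer; repeats: one replicate per compound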
MBD2 inh: inhibitors of MBD2 binding to methylated DNA, primary screen, biochemical, TR-FRET, DNA-binding domain, human | inhibition, % at 4.4 µM | actives 0.31% (n = 370,000) | Methyl-CpG-binding domain protein 2 (Homo sapiens), Q9UBB5 | MBD2 binding to methylated oligonucleotide; in the data active means inhibition above about 13%
KLK7 zymogen act: proKLK7 zymogen activators, primary screen, biochemical, fluorescence intensity | Kallikrein-7 (Homo sapiens), P49862 | purified proKLK7, EDANS-DABCYL substrate fluorescence; 100% is mature enzyme control, 0% vehicle | activation, % at 7 µM | actives 0.9% (n = 370,000);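 active means activation above the mean of all tested compounds plus 3 SD, computed per campaign excluding outliers beyond control limits, cut at about 13% in these data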
DDE Tn6 FP inh: inhibitors of Tn6 peptide binding to fibrin DD(E), primary screen, biochemical, fluorescence polarization, human fibrin, Tn6 probe; Fibrinogen beta chain (Homo sapiens), P02675; Fibrin DD(E) TRITC-Tn6 fluorescence polarization displacement; inhibition, % at 8.3 µM; actives 0.21% (n = 370,000); AID 720509, 2013;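 active means inhibition above a per-campaign cutoff: mean of compounds within control limits plus 3 SD, cut at about 15% in these data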;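 further: 0% = median of all compound wells on the plate and 100% = blocking peptide control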
PLCg1 inh: PLC-gamma1 enzyme inhibitors, primary screen, biochemical, fluorescence, purified enzyme; actives 0.84% (n = 370,000); inhibition, % at 12.2 µM; 1-phosphatidylinositol 4,5-bisphosphate phosphodiesterase gamma-1 (Homo sapiens), P19174; fluorogenic substrate; in the data active means inhibition above about 9.5%
ASAP1 GAP inh: inhibitors of human ASAP1 ArfGAP activity, primary screen, biochemical, fluorescence polarization. inhibition, % at 16.5 µM. ASAP1-stimulated ARF1 GTP hydrolysis, GDP FP detection. Arf-GAP with SH3 domain, ANK repeat and PH domain-containing protein 1 (Homo sapiens), …. AID 624377, 2012. actives 0.19% (n = 360,000); in the data active means inhibition above about 25%;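 further: 0% = vehicle with enzyme and substrate and 100% = no enzyme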
ADAM17 inh: ADAM17 inhibitors, primary screen, biochemical, QFRET; Disintegrin and metalloproteinase domain-containing protein 17 (Homo sapiens), P78536; actives 0.83% (n = 370,000); inhibition, % at 6.95 µM; recombinant ADAM17, EDANS/DABCYL FRET peptide cleavage;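 active means inhibition above the mean of compounds lying between control limits plus 3 SD, set per campaign, cut at about 8.5% in these data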;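 further: 0% = DMSO-only wells as the low control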
UHRF1 MBD2 ctr: UHRF1 methylated DNA binding inhibitors, primary screen, counter-screen for MBD2 inhibitor project, biochemical, TR-FRET, human UHRF1, single concentration. E3 ubiquitin-protein ligase UHRF1 (Homo sapiens), Q96T88. UHRF1 binding to methylated oligo. inhibition, % at 4.4 µM. actives 0.75% (n = 370,000). AID 687016, 2013; in the data active means inhibition above about 21%;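 further: UHRF1 SRA domain binding a hemimethylated CpG hairpin DNA probe; 0% = median of test compound wells and 100% = reference inhibitor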
Target sequence (Q96T88 whole entry, looked up, the tested form may be a part): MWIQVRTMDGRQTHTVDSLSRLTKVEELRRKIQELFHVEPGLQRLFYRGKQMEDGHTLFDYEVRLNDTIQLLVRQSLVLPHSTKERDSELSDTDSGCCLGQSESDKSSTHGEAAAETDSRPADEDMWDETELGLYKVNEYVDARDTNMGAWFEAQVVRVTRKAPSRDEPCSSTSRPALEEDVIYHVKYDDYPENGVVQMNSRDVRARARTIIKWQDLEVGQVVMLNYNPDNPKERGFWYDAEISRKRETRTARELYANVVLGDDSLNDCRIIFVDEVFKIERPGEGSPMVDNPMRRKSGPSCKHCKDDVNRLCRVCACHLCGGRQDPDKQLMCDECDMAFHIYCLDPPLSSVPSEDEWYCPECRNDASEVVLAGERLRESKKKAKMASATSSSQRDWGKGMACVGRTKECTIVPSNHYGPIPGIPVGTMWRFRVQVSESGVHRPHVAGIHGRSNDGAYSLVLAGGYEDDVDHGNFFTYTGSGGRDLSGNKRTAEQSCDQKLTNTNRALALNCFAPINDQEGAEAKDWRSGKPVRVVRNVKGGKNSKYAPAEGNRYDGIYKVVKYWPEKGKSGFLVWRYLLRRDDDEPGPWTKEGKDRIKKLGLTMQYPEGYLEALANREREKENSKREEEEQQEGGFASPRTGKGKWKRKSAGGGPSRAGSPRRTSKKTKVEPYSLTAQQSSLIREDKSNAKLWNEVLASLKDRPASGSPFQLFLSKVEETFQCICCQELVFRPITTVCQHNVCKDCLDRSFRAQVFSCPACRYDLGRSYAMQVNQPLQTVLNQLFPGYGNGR
* hit, by the source's call; . = no result given.

Each structure is followed by: PLC-beta3 inh	ARFGAP1 inhibitor	Tn7 DDE FP	MBD2 inh	KLK7 zymogen act	DDE Tn6 FP inh	PLCg1 inh	ASAP1 GAP inh	ADAM17 inh	UHRF1 MBD2 ctr
> COc1cccc(CNC(=O)COC(=O)c2ccc(Cl)s2)c1
  4	-5	-9	0	-0.3	-1	1	10	-1	1
> COC(=O)c1cn(NC(=O)c2ccccc2[N+](=O)[O-])c(=O)c2ccccc12
  -9	-8	3	-4	-0.1	-4	0	1	-6	-1
> COc1ccccc1C(=O)OCc1nc(N)nc(Nc2ccccc2C)n1
  0	-4	-2	4	0.3	-5	2	2	-2	3
> Cc1nn(C)c(C(=O)NNC(=S)NCC(C)C)c1Cl
  1	9	3	7	-0.5	-3	7	-1	-5	2
> Cn1c(O)c(N=NC(=O)Cc2c[nH]c3ccccc23)c2ccccc21
  0	5	3	-5	0.4	-5	2	0	-7	-4
> Cc1ccc(S(=O)(=O)N(CC(O)CN2CCCCC2)c2ccccc2)cc1 (configuration not stated)
  5	-14	3	-1	-0.4	-6	3	-14	2	-3
> N#Cc1ccc(S(=O)(=O)N2CCCCC2c2cc(C(=O)N3CCOCC3)no2)cc1 (configuration not stated)
  -1	-11	9	1	0.3	3	1	5	-1	0
> CCCN(Cc1nc2cc(Cl)ccc2c(=O)[nH]1)C(=O)c1ccc(S(=O)(=O)N2CCCC2)cc1
  -14	-13	7	6	0.6	-5	-3	-11	-4	12
> COC(=O)c1ccc(CNC(=O)C2CCC(=O)N(CCc3ccccn3)C2)cc1 (configuration not stated)
  -1	15	0	2	0.0	2	0	6	-5	1
> CC(OC(=O)c1cc(=O)c2ccccc2o1)C(=O)Nc1ccc(N(C)C)cc1 (configuration not stated)
  -8	10	-5	8	0.4	-3	-2	-9	-11	16
> Nc1nc(SCc2ccc(Br)cc2)c2ncn(C3OC(CO)C(O)C3O)c2n1 (configuration not stated)
  2	9	-3	-1	0.2	-5	-3	-6	-1	0
> C=CCn1c(O)c(N=NC(=O)OCC)c2ccccc21
  2	17	-8	-3	0.3	5	4	9	6	-6
> O=C(Nc1cccc(C(=O)O)c1)Nc1cccc2ccccc12
  -19	6	-1	4	-1.5	1	-9	10	-13	0
> CSc1nn2c(C)c(C)c(C)nc2c1C#N
  -15	10	1	8	0.3	-10	3	7	-12	4
> C=CCSc1nc2ccccc2n1S(=O)(=O)c1ccc(Cl)cc1
  -1	4	-3	-4	0.1	-5	0	-3	0	-3
> O=C(NCc1ccco1)C1CCN(C(=O)c2ccc(Cl)cc2Cl)CC1
  -5	-7	1	-4	0.3	7	-3	5	1	-1
> CN(C)C(=S)Nc1ccc(Cc2ccncc2)cc1
  -1	-2	1	-4	0.1	0	4	11	2	3
> O=C(O)C1C2CCC(C2)C1C(=O)NCCc1ccccc1 (configuration not stated)
  -1	-1	6	-5	-1.1	0	2	-7	-2	0
> COc1ccc(C(=O)OCc2c(F)cccc2Cl)cc1S(=O)(=O)N1CCOCC1
  -7	-5	3	-9	-0.2	7	1	10	6	-1
> COC(=O)c1ccccc1NC(=O)NCCc1ccc(OC)c(OC)c1
  1	-2	5	2	-0.1	-1	0	-2	0	0

Looked up by compound from the list above (2):
Each structure is followed by: PLC-beta3 inh	ARFGAP1 inhibitor	Tn7 DDE FP	MBD2 inh	KLK7 zymogen act	DDE Tn6 FP inh	PLCg1 inh	ASAP1 GAP inh	ADAM17 inh	UHRF1 MBD2 ctr
> CSc1nn2c(C)c(C)c(C)nc2c1C#N
  -15	10	1	8	0.3	-10	3	7	-12	4
> N#Cc1ccc(S(=O)(=O)N2CCCCC2c2cc(C(=O)N3CCOCC3)no2)cc1 (configuration not stated)
  -1	-11	9	1	0.3	3	1	5	-1	0

Some of these compounds in order of length of the SMILES, ascending:
Each structure is followed by: PLC-beta3 inh	ARFGAP1 inhibitor	Tn7 DDE FP	MBD2 inh	KLK7 zymogen act	DDE Tn6 FP inh	PLCg1 inh	ASAP1 GAP inh	ADAM17 inh	UHRF1 MBD2 ctr
> CN(C)C(=S)Nc1ccc(Cc2ccncc2)cc1
  -1	-2	1	-4	0.1	0	4	11	2	3
> O=C(Nc1cccc(C(=O)O)c1)Nc1cccc2ccccc12
  -19	6	-1	4	-1.5	1	-9	10	-13	0
> O=C(NCc1ccco1)C1CCN(C(=O)c2ccc(Cl)cc2Cl)CC1
  -5	-7	1	-4	0.3	7	-3	5	1	-1

New compounds follow
Each structure is followed by: PLC-beta3 inh	ARFGAP1 inhibitor	Tn7 DDE FP	MBD2 inh	KLK7 zymogen act	DDE Tn6 FP inh	PLCg1 inh	ASAP1 GAP inh	ADAM17 inh	UHRF1 MBD2 ctr
> CC1Cc2nc(SCC(=O)NCC3CCCO3)n(-c3ccc(F)cc3)c(=O)c2S1 (configuration not stated)
  -4	-9	4	-4	-0.1	9	0	-24	-1	-4
> Cc1cc[n+](-c2nc3ccccc3nc2[N-]S(=O)(=O)c2ccccc2)cc1
  0	-5	-3	-3	-0.5	-5	-1	8	-3	-3
> COc1cccc(NC(=O)N2CCC(NC(=O)C(Cc3cccc(C)c3)NC(C)=O)CC2)c1 (configuration not stated)
  -6	14	1	7	1.0	1	-3	-2	-2	2
> COc1ccc(N=Cc2c(O)ccc3ccccc23)cc1
  -5	-1	-4	-4	-0.2	-3	-6	-2	1	-6
> CCOC(=O)CC(=O)CSc1ncc(C(=O)OCC)c(N)n1
  -7	-5	4	-3	0.0	-9	-5	-8	-4	-1
> CC1(NC(=O)/C=C/c2nc3ccccc3s2)CCS(=O)(=O)C1 (configuration not stated)
  -42	4	5	2	0.7	-3	-35	5	-20	-8
> OC(c1ccccc1)c1ncc(-c2ccccc2Cl)[nH]1 (configuration not stated)
  0	7	4	1	-0.4	0	-2	5	-2	-3
> CC1=C(C(=O)OCC2CCCO2)C(c2ccccc2Cl)NC(=O)N1 (configuration not stated)
  5	-7	6	8	0.7	5	3	14	-3	5
> Cc1ccc(/C=C/C(=O)N2CCc3ccccc32)o1
  -4	-6	2	13	0.4	-4	-4	4	4	31*
> Cc1ccc2c(c1)[nH]c1c(=O)n(Cc3ccco3)cnc12
  -8	-8	2	1	-0.2	1	-1	6	-6	4
> Nc1c(Cl)cc(-c2cn(CCC(=O)O)c(-c3ccncc3)n2)cc1Cl
  -1	-3	-1	-2	0.5	-4	-6	-8	-3	-1
> O=C(CCS(=O)(=O)c1cccc2nonc12)N1CCOCC1
  2	4	-5	-3	-0.7	5	2	-15	-1	-1
> COc1cc(C(=O)Nc2cccc(-c3nnc(-c4ccco4)o3)c2)ccc1OC(C)=O
  -5	16	-3	2	0.6	2	7	-1	6	2
> CCCN1C(=O)c2[nH]nc(-c3ccccc3)c2C1c1ccc(Br)cc1 (configuration not stated)
  -3	3	10	4	0.4	2	0	15	0	-6
> Cc1cc(C)n2nc(C(=O)Nc3ccc4c(c3)OCO4)nc2n1
  -98	-5	1	2	-1.1	-7	-89	-3	4	5
> CCC(=O)NCc1ccc(-c2nc3ncccc3o2)cc1
  -5	7	-6	-1	0.0	8	3	8	-5	0
> O=C(COCc1ccccc1)NC1CCCCN(Cc2ccc(Cl)cc2)C1=O (configuration not stated)
  -2	.	0	2	0.1	3	2	.	-1	-3
> CC(=O)N1c2ccc(S(=O)(=O)N3CCCC3C(=O)Nc3ccc(C)cc3)cc2CC1C (configuration not stated)
  4	-1	-7	-5	-0.1	2	1	22	-2	-2
> CCOC(=O)C1CCN(C(=O)c2ccco2)CC1
  2	7	-1	-4	-0.3	3	0	-2	-6	-1
> Cc1ccc(C)c(S(=O)(=O)Nc2ccc(O)c(Sc3ncn[nH]3)c2)c1
  -6	9	3	10	-0.9	-8	1	0	0	3
> Cn1c(=O)c2c(ncn2Cc2cc(-c3ccccc3)no2)n(C)c1=O
  0	-2	3	1	0.5	1	-2	10	-2	0
> CC(C)(C)n1nc2c(c1NC(=O)Cc1cccc3ccccc13)CS(=O)C2 (configuration not stated)
  -3	0	0	-1	-0.7	-5	1	-10	-3	2
